# ZTA counter: counter-screen for EBNA-1 inhibitors: inhibitors of Epstein-Barr virus ZTA; P03206; ZTA-DNA binding, fluorescence polarization; inhibition, % at 11 µM; hit rate 0.15% among 320,000; in the data active = inhibition above about 33%
# MEP2-GFP yeast: yeast TOR pathway MEP2-GFP modulation; hit rate 0.51% among 330,000; AID 2016; S. cerevisiae MEP2-GFP strain, flow cytometry GFP, 3 h; 100% = DMSO control level; GFP response vs DMSO, % at 10 µM;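 active = GFP response versus DMSO above a set limit, roughly screen mean plus 3 SD, cut at about 180% in these data; inconclusive = fewer than 70 cells counted for a yeast strain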;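 also: median GFP fluorescence of the barcode-gated MEP2-GFP cells per well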
# LAP4-GFP MLPCN: alters LAP4-GFP fluorescence in TOR pathway yeast screen; S. cerevisiae LAP4-GFP multiplex, flow cytometry GFP, 3 h; median GFP as percent of DMSO wells; GFP response vs DMSO, % at 10 µM; hit rate 0.34% among 320,000;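 active = GFP response vs DMSO above a set limit, about the screen mean plus 3 SD, cut at about 150% in these data; inconclusive = under 70 cell events counted for the yeast strain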
# proCasp3 act: activators of human procaspase-3; P42574; recombinant procaspase-3 D3A, Ac-DEVD-pNA absorbance 405 nm; activation, % at 8.5 µM; hit rate 0.11% among 330,000; AID 463141;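 active = activation above the mean of all tested compounds plus 3 SD, cut at about 21% in these data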;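 also: 0% = DMSO alone and 100% = DMSO wells spiked with extra 5 µM PC-3 D3A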
#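 System: Procaspase-3 D3A mutant. Medium: Zinc-free 300 mM NaCl, 50 mM HEPES, 0.01% Triton X-100. Schedule: 1 h preincubation plus 2 h reaction at 25 °C. Measured by: 405 nm absorbance of p-nitroaniline, reads at 0 and 120 min. Read-out: percent activation relative to control range.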
# procasp7 counter: counter-screen: procaspase-7 (human) activation. recombinant procaspase-7, Ac-DEVD-pNA absorbance 405 nm; D23A/D198A/D206A triple mutant, cannot self-cleave; scale: DMSO 0, 5 µM enzyme 100. activation, % at 8.5 µM. hit rate 0.093% among 330,000. AID 463210;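 active = percent activation above the screen-wide mean plus 3 SD, cut at about 25% in these data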
#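 Assay system – Uncleavable procaspase-7 mutant enzyme · Quantity – 2 µM procaspase-7 mutant as dispensed · Times – 1 h preincubation, 2 h reaction · Dosing – single nominal 8.5 µM compound dose, 0.8% DMSO final · Buffer or medium – Zinc-free 50 mM HEPES buffer, pH 7.4, with NaCl and Triton X-100 · Detection – Epi-absorbance of released pNA at 405 nm, two timepoints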
# RPL19A-GFP yeast: alters RPL19A-GFP fluorescence in TOR pathway yeast screen; S. cerevisiae RPL19A-GFP strain, flow cytometry, 3 h; stronger effect = lower value; percent response vs DMSO, % at 10 µM; hit rate 0.3% among 330,000; AID 2025;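 active = percent response vs DMSO below 50%; inconclusive = fewer than 70 events counted for the yeast strain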;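 also: median channel GFP fluorescence of the barcoded RPL19A-GFP strain; ratio of sample median GFP to plate DMSO average so 100% = DMSO; lower means less RPL19A-GFP as with rapamycin TOR inhibition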
# AHR activator: activators of human aryl hydrocarbon receptor; P35869; AHR-responsive luciferase reporter cells, luminescence; activation, % at 5 µM; hit rate 2.5% among 320,000; AID 2796; in the data active = activation above about 47%;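 also: 0% = vehicle wells and 100% = reference agonist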
# EBNA-1 inh: blocks EBNA-1 binding to DNA | EBNA-1 DNA binding, fluorescence polarization | inhibition, % at 14.8 µM | hit rate 0.34% among 300,000 | AID 1950; in the data active = inhibition above about 28%
# * hit, by the source's call; ? = inconclusive; / = not tested or not shown; [ ] = another dose, or the depositor's remark.
SMILES,ZTA counter,MEP2-GFP yeast,LAP4-GFP MLPCN,proCasp3 act,procasp7 counter,RPL19A-GFP yeast,AHR activator,EBNA-1 inh
Cc1nn(Cc2ccc(C(=O)Nc3ccccc3F)cc2)c(C)c1Cl,-3,91,95,1,-2,102,-6,-2
N#Cc1ccccc1S(=O)(=O)N1CCN(C(=O)CCc2ccccc2)CC1,8,95,100,-1,-1,96,1,/
CC(OC(=O)CNC(=O)c1ccccc1F)C(=O)Nc1nc(-c2ccccc2)cs1 (stereo unspecified),-2,/,/,-3,4,/,6,-5
NNC(=O)c1ccc(Cn2cc(Cl)cn2)cc1,-3,97,97,1,-9,96,23,-8
COc1ccc(CN(C)c2ccc(S(=O)(=O)N3CCN(C)CC3)cc2[N+](=O)[O-])cc1OC,4,96,97,-2,3,98,-8,/
CN1C(=O)C(C)(C)c2cc(S(=O)(=O)N3CCCCCC3)ccc21,-11,94,104,7,8,90,-1,-1
O=C(CCC(=O)NNc1nc2ccccc2c2nc(-c3ccccc3)nn12)NCCCN1CCCC1=O,10,96,96,10,11,100,55*,13
CNC(=O)c1cc2c(ccc3ccccc32)o1,-17,108,94,-1,0,74,108*,0
CCC(C)[C@H](NC(=O)Nc1ccc(S(N)(=O)=O)cc1)C(=O)O (stereo partly specified),-5,107,101,3,-1,101,1,-6
OCCCn1c(C(CO)Nc2nc(-c3ccc(Cl)cc3)cs2)nc2ccccc21 (stereo unspecified),-3,90,109,2,-3,102,27,-5
CCOCC(=O)Nc1ccc(-c2cn3cccnc3n2)cc1,9,102,98,6,3,98,4,13
CCOC(=O)Cc1cc(=O)[nH]c(/N=C(\N)Nc2ccc(OC)cc2)n1,0,109,102,-7,-5,103,15,-2
O=C(NCCCc1ccccc1)N1CCOCC1,-17,115,107,-2,17,98,2,0
COc1ccc(-c2cc(C(=O)NCCN3CCOCC3)c3cc(C(C)C)ccc3n2)cc1,16,99,106,4,15,98,3,5
CCOc1ccc2nc(SC3CC(=O)N(c4ccc(OC)cc4)C3=O)sc2c1 (stereo unspecified),11,109,104,-26,-27,97,17,20
O=C(/C=C/c1ccccc1Cl)N1CCOCC1,9,106,96,3,3,102,6,5
Cc1ccc(C2(O)CN(c3ccccc3C)C3=[N+]2CCS3)cc1 (stereo unspecified),-3,107,87,-1,-5,98,1,4
CCC(=O)Nc1ccc(SC#N)cc1C,4,96,110,-14,-8,100,0,1
Cc1sc2ncnc(NCC(O)c3ccccc3)c2c1C (stereo unspecified),2,78[may fluoresce red],92[may fluoresce red],7,2,?,4,10
S=c1nc(-c2csc3c2CCCC3)[nH][nH]1,0,121,138,-3,-8,91,5,0
CC(=O)Nc1ccc(NC(=O)c2cc(-c3cc(C)cc(C)c3O)n[nH]2)cc1,-1,104,93,-3,-4,104,7,-14
Cc1ccc(C(=O)N/C(=C\c2cccs2)c2nc3ccccc3[nH]2)cc1,-5,107,98,-6,-8,101,24,-13
O=C(N/N=C/c1cccs1)c1cc(C2CC2)nc2ccccc12,7,104,92,-3,-9,102,11,1
O=C(CSc1ccc([N+](=O)[O-])cn1)Nc1nccs1,-6,102,85,0,5,100,0,-2
CCNC(=O)Nc1ccc(-n2nc(C)c(C(=O)OCC)c2C)nc1,-14,104,96,-4,0,116,2,-1
Cc1ccc(NC(=O)CSC2=C(C#N)C(c3ccco3)C3=C(CC(C)(C)CC3=O)N2)cc1 (stereo unspecified),10,103,94,18,5,100,4,-5
C=CC[C@@H](Cc1ccc(F)cc1)C(=O)OC[C@H]1CCCN1C(=O)[C@@H](CC=C)CC(=O)N[C@@H](CO)Cc1ccccc1,/,100,116,10,8,103,-1,/
COc1ccc(C(CNC(=O)Nc2ccc(Cl)cc2)N2CCN(C)CC2)cc1 (stereo unspecified),12,95,98,-6,-14,97,0,-11
O=C(NCCN1CCOCC1)C1CCN(S(=O)(=O)N2CCCCC2)CC1,-5,95,95,1,10,96,0,-5
Cc1nn(C)c(C)c1CN(C)C(=O)c1nn2c(c1Br)NC(c1cccs1)CC2C(F)(F)F (stereo unspecified),-6,109,91,10,7,104,1,-1
CC1CC(C)CN(CC(=O)c2c[nH]c3ccccc23)C1 (stereo unspecified),-25,127,117,-1,2,115,19,5
COc1cccc(/C=C/C(=O)Nc2ccc(OC)nc2)c1,-18,105,99,-1,1,99,-5,-20
Cc1cc(NC(=O)CN2CCCCC2C)nc2c1c(=O)oc1ccccc12 (stereo unspecified),2,102,98,-4,5,101,5,2
CCOc1ccc(CCNC(=O)CCCn2c(=O)c3cccn3c3cccnc32)cc1OCC,1,93,89,6,6,92,4,1
CCn1c(C)nc2cc(N)ccc21,-12,104,105,-13,-1,102,-1,4
CC(C(=O)Nc1ccc(C#N)cc1)N(C)CC(=O)N(C)c1c(N)n(Cc2ccccc2)c(=O)[nH]c1=O (stereo unspecified),/,107,100,-5,13,101,1,/

# Single records, as listed above. Order of values: ZTA counter | MEP2-GFP yeast | LAP4-GFP MLPCN | proCasp3 act | procasp7 counter | RPL19A-GFP yeast | AHR activator | EBNA-1 inh
# Cc1nn(C)c(C)c1CN(C)C(=O)c1nn2c(c1Br)NC(c1cccs1)CC2C(F)(F)F (stereo unspecified) reads -6 | 109 | 91 | 10 | 7 | 104 | 1 | -1
# CCn1c(C)nc2cc(N)ccc21 reads -12 | 104 | 105 | -13 | -1 | 102 | -1 | 4

# The main list resumes with the 2 entries that preceded the break.
SMILES,ZTA counter,MEP2-GFP yeast,LAP4-GFP MLPCN,proCasp3 act,procasp7 counter,RPL19A-GFP yeast,AHR activator,EBNA-1 inh
CCn1c(C)nc2cc(N)ccc21,-12,104,105,-13,-1,102,-1,4
CC(C(=O)Nc1ccc(C#N)cc1)N(C)CC(=O)N(C)c1c(N)n(Cc2ccccc2)c(=O)[nH]c1=O (stereo unspecified),/,107,100,-5,13,101,1,/
CCOC(=O)CSC1=NC(=O)/C(=C/c2ccc(OC)cc2)S1,14,96,152*,-11,-3,94,11,12
COCCN(C(=O)COC(=O)CCS(=O)(=O)c1ccccc1)c1c(N)n(Cc2ccccc2)c(=O)[nH]c1=O,8,97,103,-3,3,99,-3,6
COc1cccc(-c2csc(/C(C#N)=C/Nc3cc4oc5ccccc5c4cc3OC)n2)c1,4,106,106,0,8,102,12,-5
Cc1nnc(SC(C)C(=O)Nc2ccc3c(c2)OCCO3)s1 (stereo unspecified),3,98,96,11,-8,98,2,-6
CC(=O)N1CCCC1(C(=O)O)c1ccccc1 (stereo unspecified),-12,105,113,2,3,103,-1,4
CCC(C)(C)n1nnnc1C(c1cc2cccc(C)c2[nH]c1=O)N1CCN(C(=O)c2ccco2)CC1 (stereo unspecified),0,104,96,2,-14,98,16,1
O=C(CCN1C(=O)C2CCCCC2C1=O)Nc1ccc(F)c(F)c1F (stereo unspecified),3,95,89,0,12,92,2,-2
CCn1cc(C2C(C(=O)Nc3ccc(Br)cn3)=C(C)NC3=C2C(=O)CCC3)c(C)n1 (stereo unspecified),-11,99,90,2,-7,98,2,-8
O=C(CSc1ncn[nH]1)NCCc1ccc(Cl)cc1,15,104,96,14,-8,103,1,14
Cc1ccc(S(=O)(=O)N2CCOCC2)cc1NC(=O)CSc1nnc2n1CCCCC2,/,102,100,3,2,97,-2,/
Cc1ccc(OCC(=O)N2CCN(S(=O)(=O)c3ccccc3)CC2)c([N+](=O)[O-])n1,3,96,94,1,-2,102,2,-2
CCn1c(=O)cc(OCC(=O)NCCc2ccc(OC)c(OC)c2)c2ccccc21,-9,98,98,-2,6,103,5,4
COc1ccccc1C1CCN(C(=O)C2CCCCC2)CC1,-3,104,105,-6,-2,96,1,-3
O=[N+]([O-])c1ccc(Cl)c(S(=O)(=O)Nc2ccc(S(=O)(=O)N3CCOCC3)cc2)c1,0,101,84,4,0,84,1,1
COC(=O)C1(Cc2ccc(O)cc2)OC(=O)C(O)=C1c1ccc(O)cc1 (stereo unspecified),0,107,103,-1,3,102,-1,6
N#CCCn1cc(/C=N/O)c(-c2cccc([N+](=O)[O-])c2)n1,7,90,98,2,-3,95,3,-5
CC1(c2ccc(OC(F)F)cc2)NC(=O)N(CC(=O)N2CCN(C(=O)c3ccco3)CC2)C1=O (stereo unspecified),7,99,99,1,8,95,1,/
Cc1cnc(NC(=O)CSc2nnc(COc3c(C)cccc3C)o2)s1,-2,102,100,-4,-1,98,8,-4
O=C(NC1CCN(C(=S)NCc2ccco2)CC1)c1cccc(F)c1,-16,93,97,-2,0,96,1,6
Cc1ccnc(NC(=O)C2CCN(S(=O)(=O)c3cccc(C(F)(F)F)c3)CC2)c1,-10,106,86,-7,9,103,-6,-3
CCOC(=O)Cn1cc(C(=O)C2CC2)c2ccccc21,-2,101,98,-9,18,98,1,-2
COCCOC(=O)c1c(C)oc2ccc(O)c(CN3CCC(C)CC3)c12,-1,102,101,3,6,93,-1,-8
COc1ccc(OC)c(NC(=O)c2cccc(NC(=O)c3ccccc3C(=O)O)c2)c1,-19,99,92,3,-5,105,23,0
CC(=O)c1ccc(S(=O)(=O)NCCC(=O)OCC(=O)N(Cc2ccccc2)C(C)(C)C)cc1,-3,121,118,3,-14,102,0,/

# An excerpt from above in order of molar mass, largest number first.
SMILES,ZTA counter,MEP2-GFP yeast,LAP4-GFP MLPCN,proCasp3 act,procasp7 counter,RPL19A-GFP yeast,AHR activator,EBNA-1 inh
CC(=O)c1ccc(S(=O)(=O)NCCC(=O)OCC(=O)N(Cc2ccccc2)C(C)(C)C)cc1,-3,121,118,3,-14,102,0,/
Cc1cnc(NC(=O)CSc2nnc(COc3c(C)cccc3C)o2)s1,-2,102,100,-4,-1,98,8,-4
COC(=O)C1(Cc2ccc(O)cc2)OC(=O)C(O)=C1c1ccc(O)cc1 (stereo unspecified),0,107,103,-1,3,102,-1,6
N#CCCn1cc(/C=N/O)c(-c2cccc([N+](=O)[O-])c2)n1,7,90,98,2,-3,95,3,-5
CCOC(=O)Cn1cc(C(=O)C2CC2)c2ccccc21,-2,101,98,-9,18,98,1,-2

# Retrieved by structure from above, 2 records:
SMILES,ZTA counter,MEP2-GFP yeast,LAP4-GFP MLPCN,proCasp3 act,procasp7 counter,RPL19A-GFP yeast,AHR activator,EBNA-1 inh
Cc1ccnc(NC(=O)C2CCN(S(=O)(=O)c3cccc(C(F)(F)F)c3)CC2)c1,-10,106,86,-7,9,103,-6,-3
COc1ccccc1C1CCN(C(=O)C2CCCCC2)CC1,-3,104,105,-6,-2,96,1,-3

# High-throughput results deposited in PubChem by several laboratories.
